Compound activity (PubChem BioAssay)
MsrA inhibitor = bovine MsrA enzyme inhibitors, primary screen, biochemical, absorbance, HTS; AID 651718, 2012; 360,000 tested, 0.75% active; purified bovine MsrA, absorbance read-out; Methionine sulfoxide reductase A (Bos taurus); inhibition, % at 15.5 µM; in the data active = inhibition above about 4.5%;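 note: 0% = vehicle wells with enzyme and 100% = reference inhibitor wells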
TbMetRS inhib = T. brucei MetRS inhibitors, primary screen, biochemical, luminescence; methionyl-tRNA synthetase (Trypanosoma brucei brucei); purified T. brucei MetRS, ATP depletion, Kinase-Glo luminescence; inhibition, % at 11.9 µM; 360,000 tested, 0.4% active; AID 624268, 2012;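 active = inhibition above a per-plate cutoff of the control wells' mean inhibition plus 3 SD, cut at about 5.5% in these data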;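 note: 0% = DMSO wells median and 100% = median of wells with control inhibitor compound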
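Material – parasite MetRS enzyme · Medium – HEPES-MgCl2-KCl buffer plus DTT, spermine, BSA, pyrophosphatase · Reagent – ATP, methionine and E. coli bulk tRNA substrates · Times – 15 min enzyme-compound preincubation, 2 h reaction, 10 min detection, 25 °C · Measured by – luminescence of leftover ATP · Evaluation – percent inhibition relative to median high and low control wells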
SUMO1-SIM PPI = modulators of SUMO1 protein-protein interactions, primary screen, biochemical, uHTS; inhibition, % at 20 µM; SUMO1 binding to a labelled peptide, TR-FRET, 1 h; Small ubiquitin-related modifier 1 (Homo sapiens), P63165; 360,000 tested, 0.33% active; in the data active = inhibition above about 37%
LMPTP inh = LMPTP phosphatase inhibitors, primary screen, biochemical, fluorescence intensity, uHTS; Low molecular weight phosphotyrosine protein phosphatase (Homo sapiens), P24666; recombinant LMPTP-A, OMFP fluorogenic substrate; inhibition, % at 20 µM; 360,000 tested, 0.22% active;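 active = compounds that cut the enzyme signal by at least half of the control window in the single-dose screen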;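 note: plate controls were DMSO wells with enzyme plus substrate for no effect and substrate without enzyme for full effect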
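material = LMPTP-A | quantity = 0.625 nM enzyme | reagent = OMFP substrate, 400 µM final | buffer or medium = Bis-Tris pH 6.0, DTT, detergent | detection = endpoint fluorescence intensity from OMFP dephosphorylation | dosing = single 20 µM dose | read-out basis = % inhibition relative to no-enzyme and uninhibited control wells | control set = no-enzyme and uninhibited controls | timing = 50 min at room temperature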
NadD block = inhibitors of S. aureus NadD, primary screen, biochemical, colorimetric, uHTS; Nicotinate-nucleotide adenylyltransferase NadD (Staphylococcus aureus N315); 360,000 tested, 0.78% active; purified NadD enzyme, colorimetric absorbance read-out; inhibition, % at 20 µM; in the data active = inhibition above about 26%; note: some compounds past the cut are filed as inactive
DNMT1 inh = human DNMT1 methyltransferase inhibitors, primary screen, biochemical, molecular beacon, fluorescence, HinP1I cleavage, uHTS | DNA (cytosine-5)-methyltransferase 1 (Homo sapiens), P26358 | inhibition (reported as % activation of signal), % at 10 µM | 360,000 tested, 0.83% active | AID 588458, 2011; in the data active = inhibition above about 50%
Target sequence (P26358 504-1616 limits assumed): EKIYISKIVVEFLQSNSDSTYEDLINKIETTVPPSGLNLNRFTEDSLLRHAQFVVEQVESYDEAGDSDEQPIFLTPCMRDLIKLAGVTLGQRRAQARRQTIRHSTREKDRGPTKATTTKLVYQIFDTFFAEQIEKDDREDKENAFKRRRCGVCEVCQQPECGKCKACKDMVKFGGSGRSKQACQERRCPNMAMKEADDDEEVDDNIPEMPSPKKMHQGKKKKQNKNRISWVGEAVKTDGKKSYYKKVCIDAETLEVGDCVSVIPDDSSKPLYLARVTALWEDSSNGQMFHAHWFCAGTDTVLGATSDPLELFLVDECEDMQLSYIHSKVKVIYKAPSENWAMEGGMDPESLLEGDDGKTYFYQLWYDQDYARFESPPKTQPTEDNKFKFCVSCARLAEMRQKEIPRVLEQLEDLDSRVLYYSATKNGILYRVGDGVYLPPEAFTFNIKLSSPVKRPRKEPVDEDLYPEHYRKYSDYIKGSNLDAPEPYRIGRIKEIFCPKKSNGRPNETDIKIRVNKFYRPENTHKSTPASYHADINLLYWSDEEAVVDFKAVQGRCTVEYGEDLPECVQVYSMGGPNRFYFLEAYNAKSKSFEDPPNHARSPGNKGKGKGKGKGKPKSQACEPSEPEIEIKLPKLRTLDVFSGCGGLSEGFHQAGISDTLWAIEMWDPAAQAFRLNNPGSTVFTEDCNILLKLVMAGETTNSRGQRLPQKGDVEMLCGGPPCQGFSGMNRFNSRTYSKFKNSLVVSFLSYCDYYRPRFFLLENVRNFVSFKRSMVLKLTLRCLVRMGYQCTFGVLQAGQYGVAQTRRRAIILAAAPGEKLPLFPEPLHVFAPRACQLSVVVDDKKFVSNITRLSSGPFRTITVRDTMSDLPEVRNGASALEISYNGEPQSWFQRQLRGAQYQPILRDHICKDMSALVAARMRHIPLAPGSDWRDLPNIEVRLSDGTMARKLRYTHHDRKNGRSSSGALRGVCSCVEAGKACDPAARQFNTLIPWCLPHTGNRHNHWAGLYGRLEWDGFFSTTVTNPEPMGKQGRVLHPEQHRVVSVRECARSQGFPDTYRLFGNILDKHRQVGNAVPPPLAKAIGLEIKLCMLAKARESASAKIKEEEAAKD
Rpn11 inh = Rpn11 (PSMD14) deubiquitinase inhibitors, primary screen, biochemical, fluorescence polarization, uHTS | human 26S proteasome, Ub4-pepOG fluorescence polarization; 20S core pre-blocked with epoxomicin | AID 588493, 2011 | 26S proteasome non-ATPase regulatory subunit 14 (Homo sapiens), O00487 | calls only at 20 µM | 360,000 tested, 0.59% active;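 active = inhibition at 20 µM, scaled to each plate's controls, above about 33%, limit read from the data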
CSN deneddyl inh = inhibitors of CSN-mediated cullin deneddylation, primary screen, biochemical, fluorescence polarization, uHTS; 360,000 tested, 0.38% active; inhibition, % at 12.5 µM; Purified CSN, SCF-Nedd8-OG deneddylation; COP9 signalosome complex subunit 5 (Homo sapiens), Q92905; AID 651999, 2013;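 active = pattern-corrected inhibition above about 35%, with an unprinted fluorescence ratio check between 0.5 and 1.5, limit read from the data, passing the limit was not always enough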;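 note: 0% = enzyme with substrate and 100% = substrate without enzyme; some results filed as inactive read as strong as hits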
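Material: human Csn5 produced in HEK293T cells; Input: enzyme 0.24 nM; Reagent: SCFSkp2-Nedd8OG substrate at 10 nM final; Dosing: 12.5 µM compound; Incubation: 90 min reaction at room temperature; Detection: fluorescence polarization of the substrate; Evaluation: % inhibition of substrate cleavage by Csn5; Control set: substrate-only high control, full reaction low control.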
STEP block = STEP phosphatase inhibitors, primary screen, biochemical, fluorescence intensity, uHTS; inhibition, % at 20 µM; 360,000 tested, 0.25% active; recombinant STEP, OMFP fluorogenic substrate; AID 588621, 2011;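 active = inhibition at 20 µM, scaled per plate between control wells, above about 37%, limit read from the data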;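 note: 0% = DMSO with enzyme and substrate and 100% = substrate only without enzyme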
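Also added – OMFP at 25 µM · Test system – STEP tyrosine phosphatase · Technique – FITC-channel fluorescence of OMFP product · Schedule – 20 min at room temperature, dark · Evaluation – control-normalized % inhibition with plate pattern correction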
Scp1 inh = Scp-1 phosphatase inhibitors, primary screen, biochemical, colorimetric, uHTS; Carboxy-terminal domain RNA polymerase II polypeptide A small phosphatase 1 (Homo …; Recombinant Scp1, phosphopeptide, malachite green phosphate absorbance; inhibition, % at 20 µM; 340,000 tested, 0.88% active; AID 493091, 2011;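 active = inhibition above about 50% at 20 µM, limit read from the data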;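 note: plate controls were DMSO wells with enzyme for no effect and wells lacking enzyme for full effect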
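Times: enzyme reaction 45 min at room temperature, colour 5 min, stabilisation 30 min. Material: SCP-1 catalytic fragment, aa 76-261. Medium: Acidic Tris acetate buffer with magnesium and detergent. Signal: colorimetric free-phosphate detection, absorbance 630 nm. Read-out basis: % inhibition of SCP-1 phosphate liberation. Reagent: Phosphorylated 17-residue peptide substrate.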
Numbers without * were called inactive; i = inactive; x = no result given; + = active, no number.

| Structure | MsrA inhibitor | TbMetRS inhib | SUMO1-SIM PPI | LMPTP inh | NadD block | DNMT1 inh | Rpn11 inh | CSN deneddyl inh | STEP block | Scp1 inh |
| --- | --- | --- | --- | --- | --- | --- | --- | --- | --- | --- |
| O=C1Nc2ccccc2/C1=C/c1cnc(-c2ccccc2)[nH]1 | 0.7 | -0.1 | 43* | 18 | 24 | 27 | i | 6 | -5 | -3 |
| NC(=O)c1nsc(C(=O)N(CC(=O)NCc2ccc(F)cc2)Cc2ccco2)c1N | 2.3 | 3.4 | -8 | -2.4 | -1 | -2 | i | -1 | -3 | 11 |
| O=c1c2cccnc2[nH]c(=S)n1CCCN1CCN(c2ccccc2F)CC1 | 0.1 | 0.1 | 5 | -0.1 | -2 | 0 | i | -2 | 0 | -7 |
| CCOC(=O)c1sc(NC(=O)CS(=O)(=O)c2ccc(C)cc2)nc1C | -0.4 | -0.1 | -3 | 0.5 | 3 | 2 | i | 3 | -4 | 3 |
| Cc1c(Cl)c(=O)oc2cc(OCC(=O)NCc3cccs3)ccc12 | 0.1 | -1.0 | -5 | -0.7 | -4 | 6 | i | 4 | 1 | 1 |
| COC(=O)c1ccc(NC(=O)CSC2=NC(=O)C(c3ccccc3)C(=O)N2)cc1 (centres undefined) | 0.2 | 0.1 | 6 | -2.5 | 1 | 1 | i | 3 | -4 | -7 |
| COc1cccc(C(=O)Nc2nnc(S(=O)(=O)N(C)Cc3ccccc3)s2)c1 | 0.5 | 1.2 | 1 | 0.8 | 0 | -4 | i | 6 | -1 | -1 |
| O=C(COc1ccc([N+](=O)[O-])cc1)Nc1cc(C(=O)O)cc(C(=O)O)c1 | 0.9 | 0.5 | -11 | -2.8 | -7 | 2 | i | -6 | 3 | -5 |
| CCc1ccc(CCC(=O)Nc2nnc(C)s2)o1 | -0.5 | -0.3 | 2 | -1.3 | -2 | 1 | i | 3 | -2 | 1 |
| FC(F)(F)COc1ccc(-n2ccnc2)nn1 | -1.1 | 0.0 | -1 | -0.5 | 0 | 1 | i | -2 | 2 | -4 |
| O=C(Nc1ccccc1)N1CCN(c2cccc(C(F)(F)F)c2)CC1 | 0.8 | 0.3 | -2 | 0.2 | -4 | -1 | i | -4 | 3 | -12 |
| O=CN1CCN(C(=O)c2cccc3c2-c2ccccc2C3=O)CC1 | -0.4 | -0.1 | -34 | -2.9 | -6 | 0 | i | 0 | 3 | -19 |
| CCn1c(=O)c(C(=O)NCc2ccc(F)cc2)c(O)c2ccccc21 | 0.5 | -0.1 | 5 | 3.0 | 2 | -3 | i | 1 | 2 | -10 |
| O=C(Nc1ccc(-c2cn3ccccc3n2)cc1)c1ccco1 | 3.7 | -2.8 | 0 | 1.2 | -6 | 6 | i | -1 | 1 | -5 |
| O=C(COc1ccc(Cl)cc1)NCCCn1ccnc1 | 0.4 | 0.5 | -3 | -4.9 | 1 | 1 | i | 2 | 3 | -7 |
| Cc1[nH]nc2ncc(C(=O)c3ccccc3O)cc12 | 2.2 | 0.1 | 1 | -4.1 | 12 | -14 | i | -6 | -1 | -4 |
| c1ccc2c(CNn3cnnc3)cccc2c1 | 0.1 | 0.0 | 0 | -2.3 | -5 | 3 | i | -1 | -1 | -7 |
| COc1cccc(CC(=O)Nc2ccc(S(=O)(=O)N3CCOCC3)cc2)c1 | -0.7 | -0.3 | 1 | -0.3 | -2 | -2 | i | 0 | 0 | -1 |
| CCN(C(=O)c1c(C)cc(=O)oc1C)c1ccc2c(c1)OCO2 | 0.8 | -0.7 | 0 | -2.4 | -5 | 4 | i | 0 | 1 | -8 |
| CCCC(=O)c1c[nH]c(C(=O)NCc2ccco2)c1 | -0.1 | -0.8 | 5 | -1.0 | -1 | 0 | i | -5 | 3 | -2 |
| O=c1[nH]c2ccc(S(=O)(=O)NCc3ccccn3)cc2s1 | -1.2 | 0.3 | -1 | -1.9 | 1 | 2 | i | -8 | 2 | -6 |
| CCN1CCN(C(=O)Nc2cccc3ccccc23)CC1 | 0.5 | 0.1 | 1 | -4.0 | -1 | 3 | i | -1 | -9 | -1 |
| COc1cc(NC(=O)CSc2nnc3ccccn23)cc(OC)c1OC | -0.2 | -0.1 | 2 | -1.3 | -2 | 5 | i | 1 | 3 | x |
| C=C1SC(Nc2c(C)cccc2C)=NC12CCCCC2 | -0.7 | -0.5 | -5 | 0.3 | -10 | 5 | i | 1 | -1 | -11 |
| O=C(c1ccccc1)c1ccc(N2CCOCC2)cc1 | 2.9 | -0.5 | -8 | -0.1 | 4 | -1 | i | -4 | -2 | -2 |
| CCNC(=O)C1CCCN(C(=O)c2cccs2)CC1 (centres undefined) | 0.3 | -0.2 | 0 | -0.6 | 1 | 3 | i | -2 | 9 | x |
| Cc1csc(N(C(=O)c2ccc(S(=O)(=O)N(C)C)cc2)c2ccccc2)n1 | -0.1 | -1.2 | 0 | 0.0 | -1 | 3 | i | 5 | -4 | -18 |
| COc1cc(S(=O)(=O)NC2CCSc3ccccc32)ccc1NC(C)=O (centres undefined) | 0.0 | -0.7 | -1 | -0.5 | -3 | -2 | i | 0 | -2 | -10 |
| Cc1ccc(NC(=S)NNC(=S)NCc2ccccc2)cc1 | -0.3 | -0.3 | -5 | -0.3 | -1 | -3 | i | -3 | -4 | 1 |
| Cn1nc(C(=O)OCc2ccc(F)cc2)c2ccccc2c1=O | -0.4 | -0.4 | -5 | -1.5 | 1 | 4 | i | 3 | -1 | -4 |
| O=C(NCc1ccc(F)cc1)C1C2C=CC3(CN(Cc4cccnc4)C(=O)C13)O2 (centres undefined) | -0.5 | -0.3 | 2 | -1.2 | 0 | 5 | i | 6 | 1 | 0 |
| CCOc1cc(-c2nc(-c3ccc(C)nc3OCC)no2)cc(OCC)c1OCC | -0.5 | -0.4 | 1 | -1.1 | -1 | 9 | i | 4 | 7 | 0 |
| O=S(=O)(Cc1ccccc1)NCC1CCCN(Cc2ccc(F)c(F)c2)C1 (centres undefined) | 1.3 | 0.3 | 0 | -0.8 | -4 | -1 | i | -6 | 0 | -7 |
| Cc1cc(C)nc(NS(=O)(=O)c2ccc(NC(=O)c3ccc(S(=O)(=O)N4CC(C)OC(C)C4)cc3)cc2)n1 (centres undefined) | 0.9 | -0.4 | 1 | -0.2 | 1 | 4 | i | -9 | -6 | -2 |
| CCOc1ccccc1C(=O)NCC(=O)OCc1c(C)noc1C | 0.1 | -1.4 | 1 | -1.0 | -3 | 8 | i | -3 | -6 | -5 |
| CC(=O)N/N=C/c1cc([N+](=O)[O-])ccc1OCCOc1ccccc1 | 0.0 | -0.5 | -21 | -1.1 | -1 | 5 | i | 2 | -5 | -2 |
| Cc1cccc(C)c1OCC(=O)NNC(=S)NC(=O)C1CC1 | 0.3 | 0.1 | 5 | 0.1 | -4 | 1 | i | -9 | 0 | -11 |
| COCCNc1nc(NCCCN2CCCC2=O)c2sccc2n1 | -1.1 | 0.3 | 1 | 43 | 1 | 0 | i | 3 | -1 | x |
| CCOC(=O)c1cc2c(ccn2C)n1CC(=O)N(Cc1ccccc1)c1ccccc1 | 1.4 | -1.0 | -3 | 3.6 | 3 | -2 | i | 8 | 1 | -3 |
| Cc1cc(NC(=O)c2ccc3[nH]c(C)c(C)c3c2)ccn1 | 0.5 | 1.6 | 6 | 6.3 | -3 | 0 | i | 0 | 2 | -2 |
| O=C1N/C(=N\N=C\c2cccnc2)SC1Cc1ccc(SC(F)F)cc1 (centres undefined) | 0.7 | -0.2 | 1 | -0.1 | 6 | -10 | i | 0 | -5 | -7 |
| CC1(C)CC(=O)C2=C(C1)N(c1ccccc1C#N)C(N)=C(C#N)C2c1cccs1 (centres undefined) | 1.1 | -1.0 | -1 | 0.3 | 0 | -5 | i | 8 | -1 | 5 |
| CCOC(=O)N1CCC(N2CCN(c3cc(C)ccc3C)CC2)CC1 | -0.3 | -0.5 | 2 | 0.0 | -4 | -1 | i | 0 | 2 | -3 |
| Cn1c(=O)c2cc(S(=O)(=O)N3CCOCC3)ccc2n(C)c1=O | 0.1 | 0.4 | 2 | -0.9 | 3 | -3 | i | 5 | -4 | -3 |
| CCCNc1nc(C)cc(-c2cc(C(=O)NCc3ccccc3)on2)n1 | 0.4 | 0.9 | 3 | 0.5 | -2 | 11 | i | 1 | -2 | -3 |
| COc1ccc(NS(=O)(=O)CC(C)C)c(OC)c1 | 0.3 | -0.4 | -1 | -1.9 | -1 | 10 | i | -11 | -4 | 0 |
| Cc1cc(Cl)ccc1NC(=S)N1CCN(Cc2ccccc2)CC1 | -0.3 | -0.3 | 2 | -0.9 | -1 | 2 | i | -9 | 4 | -2 |
| COC(=O)c1ccc(OCC(=O)NC(C)(C)C)cc1 | 1.0 | -0.8 | 1 | 2.0 | -2 | 4 | + | -1 | -4 | -5 |
| Cc1ccc(SCc2c(C(=O)N/N=C/c3ccc4c(c3)OCO4)nnn2-c2nonc2N)cc1 | 0.2 | 0.3 | 6 | 1.7 | 16 | 4 | i | 19 | -2 | -3 |
| Cc1ccc(OCCn2cnc3cc([N+](=O)[O-])ccc3c2=O)cc1 | -1.3 | 0.3 | -17 | 0.8 | -2 | -7 | i | 3 | 0 | -3 |
| O=C(O)CN1CCN(c2ncc(C(F)(F)F)cc2Cl)CC1 | 0.6 | -0.3 | 2 | 0.1 | -4 | -1 | i | 5 | 0 | -9 |
